Myeloid diff 2: induction of myeloid progenitor differentiation, primary screen, cell-based, flow cytometry, MLPCN library | ER-HoxA9 myeloid progenitors, lysozyme-GFP differentiation | calls only at 10 µM | 360,000 tested, 1% active;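 active = normalized GFP-positive differentiation at or above the plate's own cutoff, the solvent-only control mean plus 3 SD; inconclusive = no clear call, values can overlap the other calls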;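 also: cells exposed to compound for four days before flow analysis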
RSV CPE inhibition: RSV antiviral activity via CPE protection, HEp-2 cells, primary 10 µM value included (AID 2391); HEp-2 cells, RSV-induced CPE inhibition; higher % means a stronger effect; CPE inhibition, % at 10 µM; hits with a dose series show IC50 in µM; 310,000 tested, 0.13% active; in the data active = a potency from the dose series; inconclusive = CPE inhibition mostly from about 23% at the one dose, without a potency; inactive = the rest, 99 in 100 with CPE inhibition below about 21%; also: strong numbers were not always called active
PhoP inhibition: inhibitors of PhoP regulon expression, primary screen, Salmonella Typhimurium, GFP reporter (AID 1863) | S. Typhimurium PhoP-regulated promoter GFP reporter, 4 h; higher % means a stronger effect | inhibition, % at 50 µM, or IC50 in µM where a hit was titrated | 300,000 tested, 0.16% active;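 active = inhibition over 29.93%, a cutoff 3 SD above the screen mean, later confirmed by dose response; inconclusive = inhibition over 29.93% but no dose response follow-up; inactive = inhibition at most 29.93% or unconfirmed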;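 also: 0% = low Mg2+ inducing control and 100% = high Mg2+ repressing control; strong numbers were not always called active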
b-catenin transl: modulators of beta-catenin nuclear translocation, primary screen, imaging, HeLa cells, immunofluorescence, high-content. nuclear translocation activity, % at 5 µM. AID 1665, 2009. 190,000 tested, 0.3% active;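 active = nuclear translocation activity above 50% at 5 µM, with a well cell count of 50 or more; inconclusive = wells under 50 cells across six images, flagged as toxic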;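 also: per-cell ratio of nuclear to cytoplasmic median beta-catenin stain intensity; plate controls were DMSO negative control for no effect and GSK-3 inhibitor IX positive control for full effect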
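Signal – beta-catenin immunofluorescence imaging with DAPI · Test system – human HeLa cell line · Dosing – 5 µM primary single dose, 0.1% DMSO, 0.02–20 µM confirmation series · Measure – % activation, nuclear-to-cytoplasmic median beta-catenin signal ratio per cell · Incubation – 24 h compound exposure at 37°C, 5% CO2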
SV40 large T antigen: SV40 large T antigen inhibitors, biochemical (AID 1903) | SV40 large T antigen ATPase/helicase inhibition assay; higher % means a stronger effect | inhibition, % at 20 µM, or IC50 in µM where a hit was titrated | 310,000 tested, 0.39% active; in the data active = a potency from the dose series; inconclusive = inhibition mostly from about 32% at the one dose, without a potency; inactive = the rest, 99 in 100 with inhibition below about 32%; also: strong numbers were not always called active
T cell HTS: modulators of CD8 T cell-vesicle binding, primary screen, mouse 2C CD8+ T cells, flow cytometry; AID 2052, 2009; calls only at 7 µM; 330,000 tested, 0.068% active; 2C CD8+ T cell-vesicle binding; active compounds read low;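 active = response, share of CD8 T cells binding vesicles, and their 90th percentile fluorescence all below set limits, cut at about 80% in these data, passing the limit was not always enough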
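Material: murine 2C transgenic CD8+ T lymphocytes / Also added: QL9-peptide-loaded Drosophila micro-vesicles bearing Ld, ICAM-1 and B7-1 / Schedule: binding step 1.5 h, 37 °C, antibody labelling 20 min, ice / Signal: flow cytometry, PE anti-B7-1 (FL2) versus Alexa647 anti-CD8 (FL8), PFA-fixed / Evaluation: percent CD8+ FL2 mean versus row control / Benchmarks: naked versus QL9-loaded vesicles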
WT yeast gro inh: growth inhibition of WT strain, primary screen, mitochondrial fusion inhibitor project, WT and mutant strains, chemical genetic; 190,000 tested, 2.1% active; inhibition, % at 10 µM; mitochondrial fusion phenotypic screen; AID 1362, 2008; in the data active = inhibition above about 58%; tested in S. cerevisiae
West Nile antiviral: West Nile virus antiviral activity, cell-based, CPE readout (AID 1621); West Nile virus-infected cells, CPE inhibition; higher % means a stronger effect; one-dose CPE inhibition, % at 10 µM; IC50 in µM for titrated hits; 290,000 tested, 0.02% active; in the data active = a potency from the dose series; inconclusive = CPE inhibition mostly from about 3.7% at the one dose, without a potency; inactive = the rest, 99 in 100 with CPE inhibition below about 2.2%; also: strong numbers were not always called active
MgcRacGAP inhibition: MgcRacGAP GTPase-activating activity inhibitors, confirmation, biochemical, ADP Hunter fluorescence | MgcRacGAP-stimulated Rac1 GTP hydrolysis, ADP Hunter fluorescence; higher % means a stronger effect; GST-tagged Rac1 F28L mutant substrate | one-dose inhibition, % at 30 µM; IC50 in µM for titrated hits | 340,000 tested, 0.6% active | AID 624330, 2012;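 active = first-screen hits whose inhibition reached a set limit at any dose in the follow-up dose series; inconclusive = inhibition above the set first-screen limit but never retested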;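 also: fluorescence reports GDP produced by GAP-driven GTP hydrolysis; strong numbers were not always called active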
WT yeast gro inh mutant strain: also measured in WT yeast gro inh; calls as there; inhibition, %; mitochondrial fusion phenotypic screen, mutant strain inhibition
b-catenin transl cell count 5 µM: second read-out of b-catenin transl, no call of its own (marks repeat the call); cell count; measured here: cell count, cytotoxicity flag
T cell HTS vesicle-bound %: also measured in T cell HTS; calls as there; double positive events, %; measured here: CD8+ vesicle-bound cell fraction;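 binding gate set so that unloaded-vesicle control wells show 10% double positive cells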
Myeloid diff 2 GFP+ MAC1+ %: further read-out of Myeloid diff 2, marked with its call; GFP+ MAC1+ double positive, %; measured here: differentiation confirmed by MAC1 staining
Active calls of the source: *; i = inactive; ? = inconclusive; / = no result given.

SMILES	Myeloid diff 2	Myeloid diff 2 GFP+ MAC1+ %	RSV CPE inhibition	PhoP inhibition	b-catenin transl	b-catenin transl cell count 5 µM	SV40 large T antigen	T cell HTS	T cell HTS vesicle-bound %	WT yeast gro inh	WT yeast gro inh mutant strain	West Nile antiviral	MgcRacGAP inhibition
O=c1cc(-c2c(F)c(F)c(F)c(F)c2F)oc2c(F)c(F)c(F)c(F)c12	/	/	-3.5%	0.9%	-4.6	1168	11.1%	i	26.5	50.4	46.5	-2.0%	/
COC(=O)c1ccc(-c2noc(CN(Cc3nccn3C)C(C)C)n2)cc1	i	0.2	2.3%	1.8%	0.5	1485	1.9%	i	40.0	17.1	0.2	-0.4%	2.5%
CCOC(=O)c1ccc(NC(=O)CSc2nc(NC(=O)c3ccccc3)c3c(C)c(C)oc3n2)cc1	i	1.1	8.0%	10.9%	0.7	1364	5.5%	i	26.1	19.7	9.0	0.4%	5.8%
Cc1noc(C)c1COC(=O)COc1ccc2c(C)cc(=O)oc2c1	i	1.3	0.9%	4.2%	1.0	1151	19.0%	i	32.4	21.9	1.9	-0.3%	5.0%
CCc1ccccc1S(=O)(=O)Cc1ccc(C(=O)NCC2CCCO2)o1 (stereo unspecified)	i	0.6	1.2%	-6.3%	-2.2	782	4.9%	i	31.2	0.6	-2.1	-0.1%	3.7%
CC12CCC(=O)N1C(C(=O)N1CCN(S(=O)(=O)c3ccc(F)c(F)c3)CC1)CS2 (stereo unspecified)	i	1.3	2.1%	-5.1%	/	/	21.2%	i	24.2	/	/	/	3.2%
CCOc1cc(/C=N/N=C(/N)c2nonc2N)cc(Br)c1OCc1ccc(Cl)cc1	i	1.3	3.5%	-5.0%	4.9	1150	6.6%	i	28.7	-4.9	-8.7	0.0%	2.9%
Cc1c(C(=O)N2CCC3(CC2)CC(=O)c2ccccc2O3)cccc1[N+](=O)[O-]	i	1.5	1.2%	-0.6%	/	/	5.9%	i	61.2	/	/	/	3.8%
CN1CCC(N(C)C(=S)Nc2ccc(SC(F)F)cc2)CC1	i	0.3	1.9%	-9.6%	2.3	959	12.3%	i	18.1	-0.1	4.0	-1.1%	1.9%
COc1ccc(C)c(S(=O)(=O)Nc2ccc(OCC(=O)O)cc2)c1	i	1.1	2.6%	7.3%	/	/	4.4%	i	30.6	5.8	5.5	0.3%	6.8%
COc1ccc(C(=O)Nc2nc3ccccc3s2)c(OC)c1	?	/	9.6%	-2.0%	/	/	4.9%	i	46.6	/	/	-1.7%	9.6%
COc1cc2c(cc1NC(=S)NC(=O)c1c(OC)cccc1OC)oc1ccccc12	i	0.5	2.2%	2.6%	-0.3	1206	1.1%	i	64.3	2.8	3.2	0.0%	11.2%
COc1ccc(CCNC(=O)Cn2cnc3c2c(=O)n(C)c(=O)n3C)cc1OC	i	0.8	1.1%	-0.2%	-0.8	1423	3.6%	i	21.3	1.2	-7.1	1.0%	2.0%
COc1ccc(NC(=O)N2C3CCCC2CC(NC(=O)C2CC2)C3)cc1 (stereo unspecified)	i	0.5	0.7%	-1.2%	/	/	8.2%	i	64.8	/	/	0.2%	5.1%
COc1ccc(/C=C/c2nc(S(=O)(=O)c3ccccc3)c(NCCCN(C)C)o2)cc1OC	i	3.5	-0.5%	-0.1%	/	/	22.9%	i	14.3	/	/	1.7%	18.1%
COc1ccc(C(=O)NC2CCCc3ccccc32)cc1[N+](=O)[O-] (stereo unspecified)	i	0.9	-1.1%	-7.1%	/	/	4.5%	i	43.8	/	/	0.8%	-3.3%
Oc1ccc(C=NCCc2ccccc2)cc1	i	0.5	1.8%	6.8%	/	/	21.8%	i	27.9	/	/	0.0%	7.2%
c1ccc(-c2cn3c(n2)-c2ccccc2C3)cc1	i	0.5	4.8%	-16.0%	-1.0	1029	2.3%	i	38.6	42.0	41.6	-1.1%	13.6%
CCCc1cc(=O)oc2cc(C)cc(OCC(=O)Nc3ccc(S(N)(=O)=O)cc3)c12	?	/	-1.1%	0.9%	/	/	10.2%	i	16.5	/	/	2.4%	4.3%
c1ccc(OCc2nnc3n2CCCCC3)cc1	i	0.1	-1.0%	-11.1%	0.4	1286	13.4%	i	9.7	/	/	0.1%	10.6%

Reprinted from the part before: 2 compounds, followed by the next part.
SMILES	Myeloid diff 2	Myeloid diff 2 GFP+ MAC1+ %	RSV CPE inhibition	PhoP inhibition	b-catenin transl	b-catenin transl cell count 5 µM	SV40 large T antigen	T cell HTS	T cell HTS vesicle-bound %	WT yeast gro inh	WT yeast gro inh mutant strain	West Nile antiviral	MgcRacGAP inhibition
CCCc1cc(=O)oc2cc(C)cc(OCC(=O)Nc3ccc(S(N)(=O)=O)cc3)c12	?	/	-1.1%	0.9%	/	/	10.2%	i	16.5	/	/	2.4%	4.3%
c1ccc(OCc2nnc3n2CCCCC3)cc1	i	0.1	-1.0%	-11.1%	0.4	1286	13.4%	i	9.7	/	/	0.1%	10.6%
CCCc1cc(=O)n2[nH]c(CCc3ccccc3)nc2n1	i	0.9	3.5%	-12.3%	-6.3	966	4.7%	i	46.8	-7.6	-43.9	1.1%	6.2%
CCc1ccc(NS(=O)(=O)c2ccc(OC)c(C)c2)cc1	i	8.2	/	0.3%	/	/	23.5%	i	33.7	58.8*	58.3*	-0.1%	-0.8%
COc1cccc(-c2coc3c(C)c4oc(=O)c(CCC(=O)O)c(C)c4cc23)c1	i	0.8	19.7%	19.2%	/	/	21.1%	i	50.2	/	/	-0.1%	12.9%
Cc1ccc(Nc2nc3ccccc3c(=O)s2)cc1	i	0.3	-0.4%	2.2%	-0.3	948	19.6%	i	47.1	17.8	3.7	-0.2%	0.7%
C=CC(c1ccccc1)C(C(=O)c1ccccc1)N(C)C (stereo unspecified)	i	0.3	/	-3.0%	-0.3	1076	4.9%	/	/	1.4	15.2	0.3%	2.6%
CCOC(=O)c1cccnc1NC(=O)c1ccncc1	i	0.3	1.3%	8.6%	-1.8	530	16.4%	i	23.7	9.3	14.2	0.3%	3.6%
O=C1c2cccnc2C(Nc2ccc(Br)cc2Br)N1Cc1cccs1 (stereo unspecified)	/	/	3.1%	-0.4%	-4.0	1108	12.0%	i	58.7	-19.8	-3.1	-0.9%	/
Cc1cccc(CSc2nc3c(c(=O)n2C)SCC3)c1	i	0.8	0.7%	4.2%	-1.3	1085	-11.1%	i	18.6	27.8	-1.1	-1.4%	-2.3%
O=C(CNC(=O)c1ccccc1)OCc1ccc([N+](=O)[O-])cc1	i	0.7	1.1%	-5.8%	0.9	1139	45.4%	i	42.9	-4.7	-4.0	-0.2%	-5.5%
O=C(CSC1=NCCS1)N1CCCCCC1	i	1.0	0.1%	2.3%	-6.9	1040	14.1%	i	22.2	-4.3	-1.0	1.1%	6.2%
N#CCCn1cc(C=C(C#N)C#N)c(-c2ccc(-c3ccccc3)cc2)n1	i	0.4	4.5%	-9.9%	1.9	959	12.7%	i	41.3	-1.3	5.8	-1.0%	9.2%
O=C(CSc1nc2ccccc2s1)Nc1cc(S(=O)(=O)N2CCOCC2)ccc1Cl	i	1.0	12.8%	13.0%	0.0	976	20.8%	i	45.1	26.8	-9.5	-0.3%	12.6%
COc1ccc(CNc2ccc(N3CCOCC3)cc2)cc1	i	0.0	7.8%	-7.3%	/	/	16.8µM*	i	52.8	/	/	-0.3%	?
Cc1ccc(NC(=O)CN2C(=O)/C(=C\c3cccs3)SC2=S)cc1	i	0.6	4.8%	-5.0%	-7.6	531	11.5%	i	41.4	3.3	-7.7	-0.1%	-3.8%
COc1cccc(CC2(CO)CCCN(Cc3c(C)cc(C)cc3-n3cccn3)C2)c1 (stereo unspecified)	i	0.2	?	7.2%	-1.4	1038	3.5%	i	56.6	15.1	2.3	-1.3%	-1.2%
O=C(CSc1ccc(-c2ccco2)nn1)NC1CCCC1	i	0.9	1.0%	-1.3%	0.5	1149	24.1%	i	17.7	-5.5	5.2	/	5.2%
CCCCOC(=O)C1[C@H]2C(=O)N(Cc3cccs3)C[C@]23C=C[C@H]1O3 (stereo partly specified)	i	6.6	1.0%	2.5%	1.4	1225	5.9%	i	32.2	6.5	5.3	-0.3%	-6.3%
Cc1ccc(C(C)NC(=O)C2CCCC2)c(C)c1 (stereo unspecified)	i	0.7	2.0%	-2.2%	/	/	4.0%	i	17.1	/	/	-1.2%	4.7%
COCCCNC(=O)CN(c1ccc(Cl)c(Cl)c1)S(C)(=O)=O	i	1.7	1.1%	5.9%	0.1	1395	-11.0%	/	/	1.0	4.5	-0.3%	2.6%
CC(C)n1c(C(=O)OCC(=O)NCc2ccc3c(c2)OCO3)cc2occc21	/	/	0.5%	-1.5%	-1.7	1148	1.9%	i	14.6	5.1	-14.1	1.0%	-1.2%
CCc1nnc(NC(=O)C2CC(=O)N(c3ccc4c(c3)OCCO4)C2)s1 (stereo unspecified)	i	0.7	1.2%	-15.4%	-1.1	1048	0.5%	i	7.8	0.8	-4.2	0.1%	8.3%
Oc1ccc(NCc2ccc(OCc3ccccc3)cc2)cc1	i	0.7	9.6%	5.6%	/	/	10.7%	i	30.0	/	/	1.2%	60.5µM*
O=C(Nc1ccncc1)c1cc2ccccc2o1	i	0.8	14.7%	1.3%	-2.7	1170	0.0%	i	48.3	-2.7	-8.8	-0.5%	8.4%
COc1cccc(OCC(=O)NNC(=O)C(=O)Nc2ccc(OC)cc2OC)c1	i	2.3	1.4%	-3.0%	/	/	14.6%	i	6.6	/	/	0.4%	-0.6%
C=CCn1c(COc2ccc(F)cc2)nnc1SCC(=O)NC1CCS(=O)(=O)C1 (stereo unspecified)	i	1.9	-1.5%	-4.1%	/	/	17.1%	i	30.3	/	/	/	7.0%
O=C(CCNS(=O)(=O)c1ccccc1F)N1CCN(Cc2ccccc2)CC1	i	1.3	-1.7%	0.0%	/	/	11.8%	i	55.9	/	/	/	9.0%

Screening data (PubChem BioAssay)
